# Source: PubChem
# NTR1 ag – NTR1-driven beta-arrestin-GFP spot formation – imaging, U2OS cells, high content, primary screen (AID 493036) | P30989 | agonist mode | activation, % at 20 µM | 330,000 tested, 0.17% active;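 active means activation at or above 40% of the spot to cytoplasm intensity ratio, with at least 20 cells analyzed; inconclusive means wells under 20 cells, flagged as cytotoxic or low count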;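 further: 0% = DMSO without peptide and 100% = 100 nM NTR1 peptide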
# Target sequence (P30989 whole entry, looked up): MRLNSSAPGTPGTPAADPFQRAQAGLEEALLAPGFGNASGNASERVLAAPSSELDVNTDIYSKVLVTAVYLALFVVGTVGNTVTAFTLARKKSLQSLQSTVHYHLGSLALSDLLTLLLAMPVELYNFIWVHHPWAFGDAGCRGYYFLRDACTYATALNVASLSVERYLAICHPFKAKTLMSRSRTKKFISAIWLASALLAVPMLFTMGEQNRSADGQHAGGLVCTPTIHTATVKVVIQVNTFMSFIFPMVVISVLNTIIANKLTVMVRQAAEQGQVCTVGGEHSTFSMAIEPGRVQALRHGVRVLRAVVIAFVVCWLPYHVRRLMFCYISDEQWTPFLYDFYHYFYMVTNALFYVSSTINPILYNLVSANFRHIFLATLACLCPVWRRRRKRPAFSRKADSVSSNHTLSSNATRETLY
# GPR55 antagonists – GPR55 antagonists blocking LPI-driven arrestin recruitment, primary screen, imaging, U2OS, beta-arrestin-GFP, LPI agonist (AID 2013) | U2OS GPR55 beta-arrestin-GFP translocation imaging, LPI antagonism; higher % means a stronger effect | inhibition, % at 10 µM, or IC50 in µM where a hit was titrated | 290,000 tested, 0.13% active;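 active means spots per cell inhibited over 60%, with over 100 cells counted and total cytoplasm intensity under 500,000; inconclusive means wells with under 100 cells, flagged as likely toxic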;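 further: U2OS cells stably carrying GPR55 and arrestin-GFP stimulated by 5 µM LPI near EC80; imaged beta-arrestin-GFP aggregate spots per cell after agonist stimulation; plate controls were LPI-stimulated DMSO wells for no effect and DMSO wells without LPI for full effect; some results filed as inactive read as strong as hits; confirmed hits need IC50 under 10 µM and bright autofluorescent wells are also inconclusive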
# NS5 inhibitors – flavivirus cap methylation enzyme inhibition – biochemical, confirmation dose response, primary screen (AID 588689) | 340,000 tested, 0.3% active | Dengue-2 NS5 methyltransferase capping enzyme assay, biochemical; higher % means a stronger effect | inhibition, % at 25 µM; hits with a dose series show IC50 in µM; in the data active means a potency from the dose series; inconclusive means inhibition above about 29% without an active follow-up result
# MgcRacGAP inhibition – MgcRacGAP GTPase-activating activity inhibitors, confirmation, biochemical, ADP Hunter fluorescence. AID 624330. inhibition, % at 30 µM; hits with a dose series show IC50 in µM. 340,000 tested, 0.6% active. MgcRacGAP-stimulated Rac1 GTP hydrolysis, ADP Hunter fluorescence; higher % means a stronger effect; GST-tagged Rac1 F28L mutant substrate;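 active means first-screen hits whose inhibition reached a set limit at any dose in the follow-up dose series; inconclusive means inhibition above the set first-screen limit but never retested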;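 further: fluorescence reports GDP produced by GAP-driven GTP hydrolysis; strong numbers were not always called active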
# GPR55 activation – selective activators of receptor GPR55 – imaging, U2OS cells, beta-arrestin-GFP redistribution, primary screen (AID 1961); 290,000 tested, 0.048% active; U2OS GPR55 beta-arrestin-GFP redistribution imaging; higher % means a stronger effect; activation, % at 10 µM, or EC50 in µM where a hit was titrated;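 active means activation above 40% with more than 50 cells counted in the well; inconclusive means wells holding fewer than 50 cells, flagged as toxic or sparse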;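 further: U2OS osteosarcoma cells stably expressing GPR55 and beta-arrestin-GFP; plate controls were DMSO negative control for no effect and LPI positive control for full effect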
# AID2073 – disruptors of CaV2.2 binding to Mint1 – biochemical, HTRF (AID 2073) | HTRF protein-protein interaction, Mint1-CaV2.2; higher % means a stronger effect | inhibition, % at 20 µM; hits with a dose series show IC50 in µM | 290,000 tested, 0.19% active; in the data active means inhibition mostly above about 51%, no sharp cut-off; inconclusive means no clear call, values can overlap the other calls; inactive means mostly below about 53%; further: some results filed as inactive read as strong as hits
# GPR35 antagonists – inhibition of zaprinast-stimulated GPR35 beta-arrestin translocation – imaging, U2OS, beta-arrestin-GFP, zaprinast agonist, primary screen (AID 2058) | U2OS GPR35 beta-arrestin-GFP translocation imaging, zaprinast antagonism; higher % means a stronger effect | inhibition, % at 10 µM, or IC50 in µM where a hit was titrated | 290,000 tested, 0.052% active;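 active means inhibition of at least 50% with at least 30 cells and total cytoplasm GFP at most 10,000,000; inconclusive means under 30 cells or total GFP of 10,000,000 plus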
# SV40 large T antigen – TAg ATPase/helicase activity blockers – biochemical (AID 1903); 310,000 tested, 0.39% active; one-dose inhibition, % at 20 µM; IC50 in µM for titrated hits; SV40 large T antigen ATPase/helicase inhibition assay; higher % means a stronger effect; in the data active means a potency from the dose series; inconclusive means inhibition mostly from about 32% at the one dose, without a potency; inactive means the rest, 99 in 100 with inhibition below about 32%; further: strong numbers were not always called active
# Yfh1-off respiration – mitochondrial function rescue without frataxin homolog – Friedreich's ataxia, plus single-dose screen, dose response (AID 1465); S. cerevisiae Yfh1-off respiration, WST-1 reduction, 72 h; higher fold induction means a stronger effect; one-dose fold induction at 50 µM; EC50 in µM for titrated hits; 220,000 tested, 0.074% active;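 active means fold induction of absorbance versus untreated yeast above a set limit, then at least 30% activation at any dose in follow-up; inconclusive means repeats straddling the limit, or above it without dose testing; inactive means fold induction below the set limit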;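 further: activators that raise dye reduction in frataxin-depleted yeast; strong numbers were not always called active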
# NTR1 ag cell count 20 µM – also measured in NTR1 ag; calls as there; cell count; measured here: cell count, cytotoxicity flag
# NS5 inhibitors pilot replicate – further read-out of NS5 inhibitors, marked with its call; inhibition, %; measured here: pilot screen replicate inhibition
# Numbers without * were called inactive; i = inactive; ? = inconclusive; . = no result given; & = joins results of further samples.
# Preview:
SMILES,NTR1 ag,NTR1 ag cell count 20 µM,GPR55 antagonists,NS5 inhibitors,MgcRacGAP inhibition,GPR55 activation,AID2073,GPR35 antagonists,SV40 large T antigen,Yfh1-off respiration,others
COc1cccc(NC(=O)CCN2CCN(C)CC2)c1,-0.8,58,1.3%,-7.6%,2.4%,-0.2%,0.3%,-7.7%,2.1%,i,
CCOC(=O)c1cnc2[nH]c3ccccc3n2c1=O,-2.0,23,11.6%,-12.2%,10.4%,0.2%,33.2%,-11.3%,3.3%,i,

# All compounds of this part, previewed entries included:
SMILES,NTR1 ag,NTR1 ag cell count 20 µM,GPR55 antagonists,NS5 inhibitors,MgcRacGAP inhibition,GPR55 activation,AID2073,GPR35 antagonists,SV40 large T antigen,Yfh1-off respiration,others
COc1cccc(NC(=O)CCN2CCN(C)CC2)c1,-0.8,58,1.3%,-7.6%,2.4%,-0.2%,0.3%,-7.7%,2.1%,i,
CCOC(=O)c1cnc2[nH]c3ccccc3n2c1=O,-2.0,23,11.6%,-12.2%,10.4%,0.2%,33.2%,-11.3%,3.3%,i,
COc1cccc(C(=O)CN2C3=NCCCN3c3ccccc32)c1,-1.4,70,3.5%,-4.0%,14.5%,1.0%,16.3%,-7.8%,2.3%,.,
O=C(Cc1ccccc1)N1CCC2(CC1)NCCc1[nH]cnc12,-0.4,55,9.4%,-4.4%,9.6%,0.1%,-0.9%,0.9%,.,.,
Cc1ccc(C(=O)NCC(=O)OCc2csc(-c3ccccc3)n2)cc1,0.1,54,11.3%,-4.4%,9.1%,-0.3%,1.9%,14.7%,6.5%,i,
O=C(NCc1cccs1)c1cc2c(s1)CCCC2,0.6,69,-8.3%,-3.3%,3.6%,0.2%,1.9%,-2.5%,5.3%,i,
Cn1c(/C=C/c2ccc(Cl)cc2Cl)c([N+](=O)[O-])c(=O)n(C)c1=O,18.5,101,-0.5%,2.6%,9.0%,0.0%,-1.4%,25.6%,-3.6%,.,
COc1ccccc1NS(=O)(=O)c1cc(NC(=O)Nc2cccc(C)c2)ccc1N1CCCCC1,1.4,31,9.1%,4.8%,8.9%,0.2%,6.1%,9.0%,8.4%,i,
CCNc1nc(SCc2ccccc2)nc(N2CCOCC2)n1,0.3,58,6.1%,-1.4%,-1.6%,-0.1%,-1.4%,-3.3%,5.1%,i,
O=C(CSc1ncc(S(=O)(=O)c2ccccc2)c(=O)[nH]1)Nc1ccccc1Cl,-0.2,60,-1.3%,-4.6%,7.7%,-0.1%,-5.8%,5.7%,1.6%,i,
COC(CNC(=O)CN1CCN(Cc2ccc(F)cc2Cl)C1=O)OC,-1.6,39,9.0%,-10.2%,7.3%,-0.2%,2.3%,1.1%,20.8%,.,
CCCc1cc(=O)oc2cc(OCC(=O)N3CCN(C(=O)C4COc5ccccc5O4)CC3)ccc12 (stereo unspecified),5.0,63,18.8%,-8.6%,15.0%,-0.1%,11.9%,5.8%,7.6%,.,
COc1ccc(C(=O)N2CCCC(c3nc(-c4cc(OC)c(OC)c(OC)c4)no3)C2)cc1 (stereo unspecified),0.4,72,-8.9%,-4.0%,10.2%,-0.1%,3.9%,8.3%,4.5%,i,
CCOC(=O)C1=C(C)OC(N)=C(C(=O)OCC)C1c1cccnc1 (stereo unspecified),0.9,57,25.0%,4.0%,-2.1%,0.0%,3.1%,-7.6%,-7.8%,i,
Cc1c(NC(=O)CCC(=O)N2CCOCC2)c(=O)n(-c2ccccc2)n1C,1.0,55,9.2%,-2.4%,11.3%,-0.2%,1.7%,-5.8%,-1.2%,i,
O=C(CC(C(=O)N1CCc2ccccc21)n1ccnc1)NCc1ccccc1 (stereo unspecified),0.4,61,4.4%,-4.8%,3.5%,0.2%,-3.6%,4.4%,3.7%,i,
Cc1nnc(-c2cnn(C)c2N)n1Cc1ccccc1F,2.3,70,-1.5%,2.4%,7.8%,0.0%,-3.5%,-0.3%,3.4%,i,
CCN1C(=O)/C(=C/c2ccc(N3CCCC3)cc2)NC1=S,0.4,40,15.0%,?,?,-0.3%,8.6%,10.7%,26.6%,i,
CC(=C/c1ccco1)/C=N/NC(=O)Cc1cccn1C,1.8,48,0.5%,1.5%,8.9%,-0.1%,1.1%,1.6%,24.4%,i,
Cc1ccc(/C=N/Nc2cccc(C(=O)O)c2)s1,0.7,33,2.7%,8.2%,27.8%,0.2%,3.4%,4.1%,32.1%,i,
CCOc1ccc(C2=Nn3c(nnc3-c3ccccc3)SC2)cc1Cl,0.3,82,19.9%,-2.4%,6.8%,-0.1%,4.1%,-12.1%,8.2%,i,
COc1ccccc1C(=O)N/C(=C/c1ccc(Br)cc1)C(=O)N1CCCC1,1.2,54,-3.1%,-1.5%,6.2%,-0.4%,8.5%,-11.2%,13.3%,i,
Cc1cccc(OC(C)C(=O)N2CCCN(C)CC2)c1C (stereo unspecified),-0.5,56,18.5%,-7.7%,7.7%,1.1%,6.7%,-0.6%,-10.7%,.,
CCCc1cc(=O)[nH]c(Nc2ccc(Cl)cc2)n1,1.8,38,2.9%,-6.9%,9.1%,-0.4%,4.6%,-5.1%,16.6%,i,
Cc1ccc2nc(NC(=O)CCn3c(=O)sc4ccccc43)sc2c1,2.0,83,1.3%,-1.4%,18.3%,-0.3%,15.2%,-8.5%,-5.0%,i,
COc1cccc(C(=O)NCC(=O)N/N=C/c2cccs2)c1,-0.6,48,-2.1%,-8.0%,8.8%,0.3%,-0.2%,-2.6%,1.9%,i,
COc1ccc(C(=O)c2ccc(OC)c3cccc(O)c23)cc1OC,2.2,43,9.2%,1.1%,11.1%,-0.1%,-87.8%,5.8%,10.4%,i,
CC(C)(C)c1csc(NC(=O)c2c(F)c(F)c(F)c(F)c2F)n1,9.4,73,-5.5%,0.0%,8.2%,1.2%,8.6%,5.1%,6.2%,.,NS5 inhibitors pilot replicate=0.6
COc1cc(OC)cc(C2=NC3(CCC(C)CC3)NC2=S)c1 (stereo unspecified),1.7,58,6.8%,-2.4%,13.1%,-0.6%,-16.7%,-9.0%,8.2%,i,
Cc1ccccc1NC(=O)CSc1nnc(NC(=O)c2ccco2)s1,0.5,61,-5.5%,-2.7%,5.2%,-0.1%,14.1%,0.5%,7.8%,.,
CC(=O)[C@H]1CC[C@H]2[C@@H]3CCC4=CC(=O)CC[C@]4(C)[C@H]3CC[C@]12C,5.4&1.1,51&63,5.1%&8.6%,0.0%&2.9%,4.7%&6.3%,-0.2%&-0.2%,-6.4%&-8.7%,-8.7%&-16.3%,-9.7%&-15.6%&-6.0%,i,
COc1ccc(C2C(CN3CCOCC3)C(=O)N2c2ccccc2)cc1 (stereo unspecified),0.4,71,2.5%,-6.3%,6.7%,-0.1%,0.5%,-10.5%,-0.5%,i,
Cc1ccc(N2C(=O)[C@@H]3[C@H](C2=O)C2CCCN2[C@@H]3C(=O)c2ccccc2)cc1 (stereo partly specified),-1.9,89,8.4%,-6.2%,3.9%,-0.2%,-4.2%,5.5%,14.8%,i,
CNC(C)c1ccc(S(N)(=O)=O)cc1 (stereo unspecified),1.3,47,10.6%,0.7%,-3.2%,0.5%,-3.1%,3.7%,7.8%,i,
c1ccc(CCCNCC2COc3ccccc3O2)cc1 (stereo unspecified),-0.1,91,13.0%,0.0%,8.2%,0.0%,3.2%,-2.6%,-0.7%,i,
COC(=O)c1ccc(NC(=O)CN2CCN(S(=O)(=O)c3ccc(Br)cc3)CC2)cc1,1.4,67,3.3%,-3.5%,-15.8%,-0.2%,-0.6%,13.3%,6.0%,.,
Cn1/c(=N/N=C/c2ccc([N+](=O)[O-])cc2)sc2ccccc21,.,.,30.2%,.,.,0.0%,8.5%,23.4%,-15.3%,i,
CC(C)C(NC(=O)Cc1ccccc1[N+](=O)[O-])C(C)C,1.5,34,6.5%,-8.9%,6.1%,-0.3%,2.7%,1.3%,0.5%,i,
Cc1cccc2c1N(CCOc1ccccc1Cl)C(=O)C2=O,6.1,71,-0.1%,-0.6%,5.0%,-0.3%,-0.1%,10.2%,21.8%,i,
O=C(CCSCCc1ccccn1)Nc1cc(F)ccc1F,0.3,56,2.6%,-4.4%,3.0%,-0.4%,-7.1%,-11.1%,5.4%,i,
C#CCCOC(=O)N1C2=NC(C(=O)OC)=C(C(=O)OC)[C@@H]3N(C)c4ccc(OC)cc4[C@]23C[C@H]1C(=O)OC,1.9,67,.,-8.2%,-16.8%,.,.,.,26.0%,i,
CCCN1CCC(NC(=O)C2CCN(C(C)=O)CC2)CC1,0.0,73,6.2%,-3.3%,3.6%,0.0%,10.2%,-2.8%,4.8%,.,NS5 inhibitors pilot replicate=3.4
CC(=O)N1CCOc2ccc(S(=O)(=O)N3CCCCC3)cc21,0.2,75,1.8%,-8.1%,7.2%,-0.1%,-6.8%,9.8%,5.5%,.,
CN(C)c1cccc(C(=O)OCC(=O)Nc2nccs2)c1,0.2,59,-0.7%,-9.6%,-0.7%,-0.2%,13.7%,18.3%,5.3%,i,
COC(=O)c1ccc(C(=O)OC)c(NC(=S)N2CCN(c3ccccc3)CC2)c1,2.0,42,6.8%,-4.5%,1.7%,0.2%,-25.3%,8.5%,14.6%,i,
COc1ccc(NC(=O)Cn2c(-c3ccccc3)cn(-c3ccc(C)cc3)c2=O)cc1,5.9,81,4.6%,-8.6%,3.2%,-0.1%,15.4%,0.2%,4.3%,i,
CCN(CC(=O)NC(C)(C)C)C(=O)c1ccccc1SCC(=O)NC1CCCCCCC1,0.4,64,-8.7%,-4.9%,4.6%,0.0%,0.8%,-1.6%,-3.7%,.,
O=C(c1ccc([N+](=O)[O-])cc1)N(Cc1ccc(Cl)cc1Cl)N1C(=O)CCCC1=O,14.5,62,-6.5%,-6.8%,0.9%,-0.1%,-5.9%,-3.3%,-3.4%,i,
CC1(C)Cc2c(C#N)c(N)n(-c3ccccc3)c(=S)c2CO1,-0.4,52,-1.4%,.,.,0.3%,-16.4%,8.2%,17.7%,i,
Cc1ccc(OC(=O)CCC(=O)Nc2ccc(S(=O)(=O)Nc3cc(C)on3)cc2)cc1,1.4,61,-0.3%,-2.1%,-1.5%,-0.1%,-5.5%,-10.9%,-2.4%,i,
O=C(CN1CC(c2ccccc2)CC1=O)OCc1cccc(Br)c1 (stereo unspecified),-0.3,95,12.5%,-1.2%,4.3%,-0.1%,1.9%,5.9%,11.5%,i,NS5 inhibitors pilot replicate=2.1
